FBW7 act: human FBW7 E3 ligase activation, primary screen; AlphaScreen FBW7–phospho-cyclin E peptide binding, activator screen; normalized activity (activation), % at 26.1 µM; 650,000 compounds, 0.13% hits; AID 1259310; in the data active means normalized activity above about 1.9%;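 further: purified mutant Fbw7 with reduced substrate affinity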
TEAD-YAP inh: TEAD-YAP interaction inhibition. HEK-TIYL cells, TEAD-Gal4/YAP UAS-luciferase luminescence. inhibition, % at 9.12 µM. 640,000 compounds, 1.4% hits. AID 1259422; in the data active means inhibition above about 32%;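 further: 0% = median of test compound wells and 100% = reference inhibitor wells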
GPR151 activ: activates the human receptor GPR151; Q8TDV0; PathHunter beta-arrestin GPR151 cells, luminescence; activation, % at 11.2 µM; 650,000 compounds, 1% hits; AID 1508602; in the data active means activation above about 4.9%;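 further: 0% = median of compound wells and 100% = cells with positive control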
Target sequence (Q8TDV0 whole entry, looked up): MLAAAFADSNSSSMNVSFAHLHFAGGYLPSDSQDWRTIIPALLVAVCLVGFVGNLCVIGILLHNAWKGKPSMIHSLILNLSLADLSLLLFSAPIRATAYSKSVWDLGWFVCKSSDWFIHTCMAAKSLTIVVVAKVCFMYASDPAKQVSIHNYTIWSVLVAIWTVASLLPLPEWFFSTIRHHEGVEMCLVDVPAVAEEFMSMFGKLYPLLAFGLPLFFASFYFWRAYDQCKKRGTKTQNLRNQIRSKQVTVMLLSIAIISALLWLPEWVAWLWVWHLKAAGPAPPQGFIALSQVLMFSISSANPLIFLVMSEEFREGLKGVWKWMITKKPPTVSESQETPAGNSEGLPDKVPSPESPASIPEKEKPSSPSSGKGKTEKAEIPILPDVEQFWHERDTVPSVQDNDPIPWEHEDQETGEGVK
MITF primary: inhibitors of human MITF | O75030 | 650,000 compounds, 0.91% hits | AlphaScreen MITF homodimerization, bead proximity signal | inhibition, % at 2.6 µM; in the data active means inhibition above about 50%;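 further: 0% = vehicle wells with protein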
Target sequence (O75030 whole entry, looked up): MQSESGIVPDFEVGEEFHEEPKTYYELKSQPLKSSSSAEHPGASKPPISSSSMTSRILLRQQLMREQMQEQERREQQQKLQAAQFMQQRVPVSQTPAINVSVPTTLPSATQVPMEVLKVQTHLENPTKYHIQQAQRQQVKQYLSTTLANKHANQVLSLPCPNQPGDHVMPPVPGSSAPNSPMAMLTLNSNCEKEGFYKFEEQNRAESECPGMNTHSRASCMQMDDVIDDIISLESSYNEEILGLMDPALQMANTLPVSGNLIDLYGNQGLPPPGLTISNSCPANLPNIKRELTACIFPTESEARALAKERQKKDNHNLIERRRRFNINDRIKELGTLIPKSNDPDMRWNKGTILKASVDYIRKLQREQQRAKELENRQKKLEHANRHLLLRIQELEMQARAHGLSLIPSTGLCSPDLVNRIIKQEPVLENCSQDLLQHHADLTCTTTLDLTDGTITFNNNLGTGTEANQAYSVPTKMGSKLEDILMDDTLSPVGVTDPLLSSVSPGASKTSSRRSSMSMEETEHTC
* marks the source's active call; other numbers are inactive results; nt = not tested or not shown; & = joins results of further samples. An excerpt (hit frequency here may not be typical).

nr	canonical_smiles	FBW7 act	TEAD-YAP inh	GPR151 activ	MITF primary
1	CN1[C@@H]2CC[C@H]1CC(OC1c3ccccc3CCc3ccccc31)C2 (some centres undefined)	0.1	nt	0.8	5.8
2	NCCC(O)C(=O)N[C@@H]1C[C@H](N)[C@@H](OC2O[C@H](CN)[C@@H](O)[C@H](O)[C@H]2N)[C@H](OC2O[C@H](CO)C(O)[C@H]2O)[C@H]1O (some centres undefined)	0.2	nt	-2.2	17.2
3	Cc1ccc(-n2c(/C=C/c3cccs3)nc3ccccc3c2=O)cc1C	-0.3	-3.1	-1.1	4.0
4	Cc1cccc(-n2nnnc2C2(N3CCCCC3)CCCCC2)c1	-0.1	-8.7	-0.6	-15.3
5	COc1ccc(Cl)cc1/C=C/[N+](=O)[O-]	-0.2	11.0	-0.4	-1.7
6	CN1C(=O)NC(=O)/C(=C\c2ccc(-c3ccccc3F)o2)C1=O	0.1	-46.1	1.0	17.7
7	O=c1c2ccccc2[nH]c(=S)n1-c1cccc(Cl)c1	0.1	3.4	-1.2	16.6
8	O=[N+]([O-])c1ccc(NC2CCN(Cc3ccccc3)CC2)c2ccncc12	0.5	-1.4	-1.1	-3.2
9	C=CCNC(=O)C1c2cccn2-c2ccccc2CN1C1CCN(C(C)=O)CC1 (centres undefined)	0.6	7.2	-1.2	16.3
10	O=C1NC(=O)N(c2ccccc2)C(=O)/C1=C\c1ccc2c(c1)OCO2	0.0	7.5	0.3	0.5
11	CN(C(=O)CN1CC=C(c2ccccc2)CC1)c1c(N)n(Cc2ccccc2)c(=O)[nH]c1=O	0.0	1.3	2.4	-7.1
12	CO/N=C/c1c[nH]c2ccc(Br)cc12	0.0	3.0	3.2	-14.1
13	COc1ccc(-c2nc3ccccc3c(=O)o2)cc1	-0.2	-17.7	-8.8	10.2
14	O=[N+]([O-])c1cc2c(cc1CN1CC=C(c3ccc(F)cc3)CC1)OCO2	-0.1	4.2	-0.3	-10.0
15	O=C(Cn1nc(-c2ccc(Cl)cc2)ccc1=O)N1CCC2(CC1)OCCO2	0.0	-7.5	-1.2	5.3
16	Clc1cccc(Cl)c1C1N2CCCN12 (centres undefined)	0.0	5.2	-0.2	-2.3
17	Cc1cc(Br)ccc1OCC(=O)N1CCN(C)CC1	-0.1	4.0	0.4	-9.4
18	Fc1ccccc1CNCCc1ccc2c(c1)OCO2	0.0	-7.8	-1.0	15.5
19	Cc1ccc2c(c1)C1CN(C)CCC1N2C(=O)CN1CCCCC1 (centres undefined)	0.1	11.9	-1.2	3.8
20	O=c1cccc2n1CC1CC2CN(Cc2ccccc2Cl)C1 (centres undefined)	0.2	-20.8	2.7	15.6
21	CCOC(=O)C1CCN(/C=C2/C(=O)NC(=S)N(c3ccccc3F)C2=O)CC1	0.4	-4.9	3.8	30.9
22	NC(=O)OC(c1ccccc1)C(Cl)(Cl)Cl (centres undefined)	-0.1	-0.9	-0.7	-0.1
23	COc1cc2c(cc1OC)C(C)=[N+](C)C(C)(C)C2	0.4	1.6	-0.5	9.2
24	COc1cccc(CN2CCN(C)CC2)c1OC	0.3	3.7	2.5	11.8
25	COCCn1cc(C(=O)N2CCC3(CC2)OCCO3)c2c3ccccc3n(C)c2c1=O	0.0	-2.3	1.5	-19.0
26	O=C(NCCN1CCOCC1)c1ccnc(Cl)c1	0.7	-6.5	0.2	1.4
27	S=P(N/N=C/c1cccnc1)(c1ccccc1)c1ccccc1	0.0	-7.3	-1.5	14.4
28	CCOc1cccc(NC(c2ccccc2)P2(=S)OCC(C)(C)CO2)c1 (centres undefined)	0.0	-0.1	0.3	-6.8
29	Cc1cc(C)cc(OCC(=O)N2CCN(C)CC2)c1	-0.1	8.3	-0.7	12.7
30	CCC(C)N1CCN(Cc2ccc(SC)cc2)CC1 (centres undefined)	-0.1	5.4	-0.8	65.1*
31	Cc1ncccc1C(=O)N1CCC[C@@H]2CN(CCC(C)C)CC[C@H]21	-0.2	21.0	0.0	9.2
32	O=C1CSC(c2ccc(Cl)cc2)c2c(-c3ccccc3)nn(-c3ccccc3)c2N1 (centres undefined)	-0.1	0.3	3.7	0.0
33	C#CCN1C(=O)C2(C(C#N)=C(N)OC(C)=C2C(=O)OCc2ccccc2)c2ccccc21 (centres undefined)	-0.1	-1.9	0.8	9.1
34	CCOC(=O)C1C2NC(=S)N(Cc3ccc(OC)cc3)C1(C)Oc1ccccc12 (centres undefined)	-0.3	-24.3	-2.3	21.3
35	O=C(OCCN1CCOCC1)C1(c2ccccc2)CCCC1	0.1	-4.9	0.1	12.8
36	CC(=O)Oc1ccc(/C=C/c2cc(OC(C)=O)cc(OC(C)=O)c2)cc1	-0.1	96.0*	-7.4	0.4
37	c1ccc2[nH]c(CCN3CCCC3)nc2c1	-0.1	-11.2	-0.5	-2.6
38	O=C(O)C1(c2ccc(Cl)cc2)CCC1	0.3	5.0	0.9	-3.9
39	C#CC1(C)CN1n1c(C)nc2ccccc2c1=O (centres undefined)	0.1	2.9	1.0	-0.3
40	CCSC1=NN1c1cc(C)nc(N)n1	0.0	1.1	-0.1	5.3
41	C=CCOC(=O)C1=C(C)OC(N)=C(C(=O)OC(C)C)C12C(=O)Nc1ccccc12 (centres undefined)	0.2	10.9	0.3	1.8
42	O=C(CF)NC(NC(=S)Nc1cccc([N+](=O)[O-])c1)C(Cl)(Cl)Cl (centres undefined)	0.0	14.2	0.5	-1.0
43	CC(C)n1[nH]c(=O)c2c1NC(=O)CSC2c1ccc(Br)cc1 (centres undefined)	0.1	3.6	-1.7	-4.6
44	N/C(=N\N=C\c1ccc([N+](=O)[O-])cc1)N[N+](=O)[O-]	-0.2&0.1	2.5&3.0	-1.1&-1.5	-3.5&13.3
45	CCN(CC)C(=O)c1ccc(NC(=O)c2ccccc2C)cc1	1.0	3.0	-6.2	17.6
46	CC(C)OC(=O)C1C(=O)NC23CCCCC2C1c1ccccc1O3 (centres undefined)	0.0	1.1	0.8	-12.5
47	Fc1nc(N2CCNCC2)c(F)c(Sc2ccc(Cl)cc2)c1F	0.0	13.2	-0.8	6.8
48	C=CCc1cc(C=C2C(=O)NC(=O)NC2=O)cc(OC)c1OCc1ccc(C(=O)O)cc1	-1.0	11.0	1.3	-0.3
49	COc1ccc(N2CCN(C(CNC(=O)Oc3ccccc3)c3cccnc3)CC2)cc1 (centres undefined)	-0.4	2.8	1.1	9.6
50	CC1(C)C2CC(=O)[C@]3(C)C(CC[C@@]4(C)[C@H](c5ccoc5)OC(=O)C5OC543)[C@@]2(C)[C@@H](O)C[C@H]1O (some centres undefined)	0.1	-3.2	3.0	-0.3

Next part
nr	canonical_smiles	FBW7 act	TEAD-YAP inh	GPR151 activ	MITF primary
51	N/C(=N\N=C\c1ccc(Br)cc1)N[N+](=O)[O-]	-0.3	22.8	-0.6	-5.4
52	C[C@@H](O)[C@@H]1NC(=O)[C@H]2CN(Cc3ccncc3)CCN2C1=O	0.7	14.7	0.7	18.2
53	CCOC(=O)C1C2NC(=S)N(CCc3ccccc3)C1(C)Oc1c(OCC)cccc12 (centres undefined)	0.0	6.9	4.0	20.3
54	COc1ccc(CC(C)NCc2cc(NC(=O)c3ccccn3)cc(C(=O)N(C)C)c2)cc1 (centres undefined)	0.0	11.9	-1.5	0.7
55	Cc1ccccc1C1C(C#N)=C(N)Oc2c1c(=O)oc1ccccc21 (centres undefined)	-0.1	-2.5	-0.5	-1.7
56	CCN(CC)P(=S)(c1ccc(N2CCOCC2)cc1)N(CC)CC	0.1	5.4	-1.9	-2.5
57	CN1CCN(c2cc3ccccc3c(=O)[nH]2)CC1	-0.2	-6.3	1.6	11.5
58	Cc1ccc(-n2c(/C=C/c3ccc(Br)cc3)nc3ccccc3c2=O)cc1C	0.1	7.4	0.0	-3.8
59	CCC(=O)N1CC(=O)Nc2ccc(C)cc2C1c1ccccc1 (centres undefined)	0.3	-2.4	-0.8	-2.4
60	FC(F)(F)C1(C(F)(F)F)NC2C(Cl)CC1C2Cl (centres undefined)	0.0	0.8	-0.3	7.1
61	CCC(=O)Nc1cccc(Cl)c1N1CCN(CC)CC1	-0.3	-1.9	-0.8	-12.1
62	Cc1[nH]c2ccccc2c1C1CCNCC1	-0.1	-3.2	-1.6	7.9
63	CCOc1cccc(=NCc2ccccc2)c2c(C)[nH]c(C)c12	-0.2	11.7	1.0	5.5
64	CC(C)NC(=O)CN1C2CCC1CC(O)(c1ccccn1)C2 (centres undefined)	-0.1	-1.1	-1.6	-5.8
65	FC(F)(F)c1cccc(Nc2nc3nonc3nc2Nc2cccc(C(F)(F)F)c2)c1	0.1	-6.5	-0.2	3.2
66	COc1ccc(-n2c(/C=C/c3ccc(O)cc3)nc3ccccc3c2=O)cc1Cl	0.2	-2.9	-2.1	45.0
67	Cc1ncc2c(c1CNS(=O)(=O)c1ccsc1)CCN(C(=O)C1C(C)(C)C1(C)C)C2	0.1	7.4	-0.7	3.4
68	CC12CN([N+](=O)[O-])C3(C#N)CC1CCC23C (centres undefined)	0.5	-1.5	-2.0	-6.7
69	CN1CCN2c3ccccc3CC3(C(=O)N(C)C(=O)N(C)C3=O)C2C1 (centres undefined)	0.0	-6.3	0.5	-2.9
70	CC(Cc1ccsc1)NCc1c(C(=O)N2CCCC2)nc2sccn12 (centres undefined)	-0.1	6.2	0.2	-21.6
71	CP(=O)(Nc1ccc(Cl)cc1)c1nc2c(s1)CCCC2 (centres undefined)	0.1	-9.2	-0.5	-14.0
72	COc1ccc(-n2c(/C=C\c3cccc(Br)c3)nc3ccccc3c2=O)cc1	0.0	-1.8	0.1	-3.4
73	CC(=O)Nc1ccc(NC(=O)CN2C3CCC2CC(O)(c2ccco2)C3)cc1 (centres undefined)	0.1	5.7	-0.8	11.0
74	COc1cc(CN2CC3CC(C2)c2cccc(=O)n2C3)ccc1O (centres undefined)	0.6	-9.1	-0.5	15.7
75	O=C(Nc1ccccc1)OC1CNC(=N[N+](=O)[O-])NC1 (centres undefined)	0.3	14.9	0.3	2.0

Values in list order from above:
MITF primary, entries 57 to 67: 11.5, -3.8, -2.4, 7.1, -12.1, 7.9, 5.5, -5.8, 3.2, 45.0, 3.4
FBW7 act, entries 57 to 67: -0.2, 0.1, 0.3, 0.0, -0.3, -0.1, -0.2, -0.1, 0.1, 0.2, 0.1
TEAD-YAP inh, entries 57 to 67: -6.3, 7.4, -2.4, 0.8, -1.9, -3.2, 11.7, -1.1, -6.5, -2.9, 7.4

Other entries:
nr	canonical_smiles	FBW7 act	TEAD-YAP inh	GPR151 activ	MITF primary
76	Cc1[nH]c2ccccc2c1C=C(C#N)C#N	0.0	-1.1	0.2	-0.3
77	CCc1nc2ccc(I)cc2c(=O)n1-c1ccccc1	0.2	-17.0	-0.9	7.5
78	CCOC(=O)Cn1nnnc1C(c1ccc(F)cc1)N1CC=C(c2ccc(F)cc2)CC1 (centres undefined)	0.8	11.6	-2.6	12.7
79	CC(=O)c1c(C)[nH]c(C(=O)N2CCC3(CC2)OCCO3)c1C	0.2	0.9	-1.3	7.3
80	CC1=C(C(=O)OC(C)C)C2(C(=O)Nc3ccc(Br)cc32)C(C#N)=C(N)O1 (centres undefined)	0.0	4.7	14.3*	19.3
81	OC(c1ccccc1)C12CN3CN(CN(C3)C1)C2 (centres undefined)	-0.2	-0.4	-0.9	-23.3
82	CCN(CC)CC(=O)c1ccc2cc[nH]c2c1	0.0	-10.9	-1.5	-4.2
83	COCCNC(=O)CN1C(=O)CN=C(c2ccccc2)c2ccccc21	0.6	8.5	-0.4	7.8
84	COc1cc(-c2ccc3c(c2)COC2(CCNCC2)O3)cc(OC)c1OC	0.7	13.5	-1.0	19.1
85	CCOC(=O)C1C2NC(=S)N(CCOC)C1(C)Oc1c(Cl)cc(Cl)cc12 (centres undefined)	0.0	6.2	0.4	8.3
86	O=C(CN1C2CCC1CC(O)(c1cccnc1)C2)OC1CCCCC1 (centres undefined)	-0.2	-1.9	2.1	2.2
87	O=c1oc2ccccc2c(O)c1C(c1cccc([N+](=O)[O-])c1)c1c(O)c2ccccc2oc1=O	-0.1	5.7	1.9	-9.2
88	CC(=O)c1cccc(NC2=NCC(C)(C)S2)c1	0.2	-35.0	-0.9	3.3
89	CC(=Nc1ccccc1N)c1c(O)n(C)c(=O)n(C)c1=O	0.0	-23.6	3.3	5.0
90	O=C(OC1N=C(c2ccccc2Cl)c2cc(Br)ccc2NC1=O)c1cccnc1 (centres undefined)	0.0	-0.7	-0.7	1.7
91	CCCn1c(C)c(C(=O)c2ccc3ccccc3c2)c2ccccc21	-0.1	-22.2	-0.8	-19.4
92	C=CCN1C(=O)C2(C(C(=O)OC)=C(N)OC(CC(=O)OC)=C2C(=O)OC)c2ccccc21 (centres undefined)	0.1	-6.9	2.8	1.5
93	OC1(c2ccc(F)cc2)CC2CCC(C1)N2CCN1CCOCC1 (centres undefined)	-0.2	-2.7	-0.6	40.5
94	CC(C)CN1CCN(Cc2ccc3c(c2)OCCO3)CC1CCO (centres undefined)	0.3	6.1	-0.6	9.2
95	COc1ccc(C)cc1NC(=O)c1cccn(Cc2ccccc2F)c1=O	0.7	0.0	-0.4	9.1
96	O=C(Nc1ccc(Br)cc1C(=O)c1ccccc1)c1ccco1	-0.1	0.1	-0.8	-3.1
97	CNC(=O)N1c2ccc(C)cc2C2CN(C)CCC21 (centres undefined)	0.2	11.4	-0.6	9.2
98	CN1CCN(Cc2cn3ccccc3n2)CC1	0.0	-4.1	2.6	-3.7
99	COP(=O)(OC)C1(O)C(=O)Nc2ccc(Br)cc21 (centres undefined)	-0.1	-9.9	0.9	12.4
100	CCC1(CC)C(=O)NC(=NNC(=O)c2ccccc2)NC1=O	0.1	0.0	2.8	21.1
